Screens as filed in PubChem.
WRN inhibitor = WRN helicase (human) inhibition; WRN helicase unwinding, fluorescent forked duplex, kinetic; Potency, µM (series often up to 114 µM), for the others: at the top dose activity change, negative = inhibition, actives largely listed as inhibitors; actives 0.46% (n = 360,000); AID 651768; note: potency is the fitted concentration of half-maximal effect; % is set by controls: 0 for no effect and ±100 for the full control effect; nearly all actives have a fitted effect of over 55% in size
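Primary qHTS, 1536-well format. 20 nM WRN + compound, 15 min RT; start with 100 nM forked fluorophore/quencher duplex, 2 mM ATP (final); kinetic read ex 525/em 598 nm.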
IL-2 act = activators of IL-2; IL-2 activation reporter assay, cell-based qHTS; stimulated with anti-CD3/CD4/CD28 beads; in transgenic mouse T cells; activation, % (series mostly up to about 46 µM); actives 0.065% (n = 360,000); in the data active = activation above about 50%; inconclusive = mostly about 30% to 49%; note: 0% is about no effect
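Quantitative HTS in unstimulated transgenic mouse T cells, with memory T cells as non-tolerant control and PMA/ionomycin as tolerance-bypass control. Compound pretreatment lasted 60 minutes before 18 h bead stimulation; EGFP/DsRed fluorescence read.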
PI5P4Ka inh = blocks human PI5P4K alpha kinase activity | P48426 | PI5P4Kalpha enzyme, ADP-Glo luminescence, 60 min; stronger effect = lower value | max response, % | actives 1.2% (n = 330,000) | AID 652105; active = max response of -50% or lower; inconclusive = between -30% and -50%; inactive = -30% or higher; note: value at the top dose of about 77 µM; % is set by controls: 0 for no effect and ±100 for the full control effect
Target sequence (P48426 whole entry, looked up): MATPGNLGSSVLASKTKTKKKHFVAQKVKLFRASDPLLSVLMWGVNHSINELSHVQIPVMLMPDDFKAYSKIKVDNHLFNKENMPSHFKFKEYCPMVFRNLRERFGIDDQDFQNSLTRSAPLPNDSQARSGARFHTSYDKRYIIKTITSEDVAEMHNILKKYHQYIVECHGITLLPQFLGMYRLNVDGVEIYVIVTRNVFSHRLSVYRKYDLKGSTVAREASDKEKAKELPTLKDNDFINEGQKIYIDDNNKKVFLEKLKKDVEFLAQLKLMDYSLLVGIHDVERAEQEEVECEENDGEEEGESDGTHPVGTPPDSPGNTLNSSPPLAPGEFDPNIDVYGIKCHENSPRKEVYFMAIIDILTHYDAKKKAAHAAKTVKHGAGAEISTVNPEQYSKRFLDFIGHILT
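Controls without substrate or without enzyme flank wells where PI5P4Kalpha converts substrate using 5 microM ATP (final). Incubation lasts 60 minutes at room temperature; ADP formed is read by ADP-Glo luminescence.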
EPAC1 antag = EPAC1 (human) antagonism. EPAC1 GEF assay, Rap1b-BODIPY-GDP exchange fluorescence. actives 0.14% (n = 360,000). O95398. AID 720709. Potency, µM (doses to about 115 µM), inactives show top-dose activity change, negative = inhibition, hits mostly inhibitors;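 note: potency is the fitted concentration of half-maximal effect; plate controls were vehicle for no effect and positive control for full effect; nearly all actives have a fitted effect of over 50% in size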
FUS yeast rescue = rescues growth of FUS-expressing yeast. S. cerevisiae FUS-expressing, growth rescue, OD600, 24 h. Potency, µM (highest dose often 76.6 µM), for inactives: at the highest dose growth rescue (activation), most hits filed as activators. actives 0.24% (n = 390,000);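 note: potency is the fitted concentration of half-maximal effect; plate controls were DMSO vehicle for no effect and reference control for full effect; nearly all actives have a fitted effect of over 55% in size; some results filed as inactive show a strong effect at the top dose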
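Compound concentration series was pinned onto galactose-induced FUS-expressing yeast seeded at OD 0.005. Plates sat 24hr at 30C; absorbance at 600 nm gave growth. DMSO served as background control.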
PLK1 PBD inh = PLK1 (human) polo-box domain binding inhibition. P53350. Potency, µM, without a hit: max response, negative = inhibition, most hits filed as inhibitors. actives 2.8% (n = 360,000). Plk1 PBD binding of FITC phosphopeptide, fluorescence polarization. AID 720504; note: potency is the fitted concentration of half-maximal effect; series mostly up to about 57 µM; % is set by controls: 0 for no effect and ±100 for the full control effect; nearly all actives have a fitted effect of over 65% in size
Target sequence (P53350 whole entry, looked up, the tested form may be a part): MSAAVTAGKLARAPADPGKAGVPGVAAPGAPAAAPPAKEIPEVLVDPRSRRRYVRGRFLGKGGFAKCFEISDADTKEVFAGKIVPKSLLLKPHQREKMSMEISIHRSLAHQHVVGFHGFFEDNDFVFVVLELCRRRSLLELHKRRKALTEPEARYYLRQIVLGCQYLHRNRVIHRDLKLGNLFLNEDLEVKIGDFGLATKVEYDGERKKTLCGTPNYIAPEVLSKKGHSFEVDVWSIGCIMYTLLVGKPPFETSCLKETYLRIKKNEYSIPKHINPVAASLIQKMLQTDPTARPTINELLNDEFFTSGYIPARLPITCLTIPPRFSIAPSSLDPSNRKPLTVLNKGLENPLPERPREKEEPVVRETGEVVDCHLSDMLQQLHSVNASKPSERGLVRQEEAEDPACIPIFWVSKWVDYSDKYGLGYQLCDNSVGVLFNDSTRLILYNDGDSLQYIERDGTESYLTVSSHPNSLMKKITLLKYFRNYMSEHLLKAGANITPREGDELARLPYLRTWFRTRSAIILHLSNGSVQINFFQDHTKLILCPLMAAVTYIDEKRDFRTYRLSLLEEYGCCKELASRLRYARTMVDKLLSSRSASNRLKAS
Abeta rescue = restores growth of yeast expressing A-beta42 peptide; yeast expressing A-beta42, growth rescue, OD600, 48 h; response scale: 0% DMSO, 100% iron-clioquinol control; Potency, µM (top dose mostly 46.1 µM), for inactives: at the highest dose growth rescue, hits mostly activators; actives 0.063% (n = 410,000); note: potency is the fitted concentration of half-maximal effect; nearly all actives have a fitted effect of over 55% in size
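Yeast growth medium received pinned compounds, then yeast cells expressing toxic A-beta were added; plates incubated at 30 C for 48 hr. Growth read as absorbance at 600 nm, normalized to DMSO and equimolar FeCl3 plus clioquinol controls.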
EPAC1 ag = activates human EPAC1 exchange factor; Potency, µM (highest dose often 154 µM), for inactives: at the top dose activation, hits mostly activators; EPAC1 agonist qHTS, biochemical assay; response scale: 100% = response to 6.5 mM cAMP; actives 0.073% (n = 360,000); AID 720707; O95398; note: potency is the fitted concentration of half-maximal effect; nearly all actives have a fitted effect of over 60% in size
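EPAC1 100 nM, Rap1B–BODIPY-GDP 250 nM, unlabeled GDP 50 uM; compound titration; 5 min RT; kinetic read ex480/em540 at 5-min intervals ×30 min; data normalized to 6.5 mM cAMP agonist control.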
Active calls of the source: *; ? = inconclusive; . = no result given; [ ] = another dose, or the depositor's remark. Unless noted, calls come from the whole dose curve; as a rule, active = well fitted curve in the direction sought with a large enough effect; inconclusive = small, poorly fitted or top-dose-only effect, or another doubt; inactive = no such curve, though single readings can be large; an effect the other way counts as inactive or inconclusive.

Value order – WRN inhibitor	IL-2 act	PI5P4Ka inh	EPAC1 antag	FUS yeast rescue	PLK1 PBD inh	Abeta rescue	EPAC1 ag
> CC(Sc1nc2ccccc2[nH]1)C(=O)O (stereo not given)
→ 7%	-0.4	-6	10%	18%	-5%	0%	6%
> CC(C)Oc1ccc(CN2CCCC(CO)(Cc3ccc(F)cc3)C2)cc1 (stereo not given)
→ 12%	-2.7	-7	-2%	-12%	1%	-7%	-6%
> CCN(C[C@H]1N[C@@](CC)(C(=O)OC)[C@H]2C(=O)N(Cc3ccccc3)C(=O)[C@@H]12)S(=O)(=O)c1ccc(C(C)(C)C)cc1
→ -4%	-0.2	3	4%	?	-14%	5%	-2%
> COc1cc(/C=C/C(=O)OCC(=O)NC(=O)NC(C)C)cc(OC)c1OC
→ 4%	0.9	-1	-14%	25%	-26%	-8%	-7%
> CCn1ccc2c(OCC(=O)NCCc3ccc(OC)c(OC)c3)cccc2c1=O
→ -13%	-1.0	-1	-6%	34%	0%	-1%	4%
> O=C(Cn1nnc2ccccc21)c1cccc([N+](=O)[O-])c1
→ 4%	0.6	-8	14%	.	-2%	-9%	-9%
> CC(Sc1ccc2nnc(-c3ccc(F)cc3)n2n1)C(=O)O (stereo not given)
→ 7%	4.3	?	0%	-14%	27µM*	-33%[inhibitor]	-13%
> O=C(COC(=O)c1ccco1)NCc1ccco1
→ -11%	-1.7	.	7%	24%	1%	9%	-4%
> CCCN1C(=O)c2ccc(C(=O)Nc3ccc4c(c3)OCO4)cc2C1=O
→ -12%	-3.1	-3	0%	.	4%	4%	-3%
> N#C/C(=C/c1cn(CC(=O)O)c2ccccc12)c1ccc(F)cc1
→ 4%	0.0	9	-5%	.	-16%	1%	-9%
> COc1cccc(CNS(=O)(=O)c2ccc3c(c2)oc(=O)n3C)c1
→ -35%	0.5	6	3%	.	-6%	-9%	1%
> O=c1cccc2n1Cc1cc3ccccc3nc1-2
→ -25%	-0.7	0	-12%	15%	-9%	7%	-7%
> CCCCn1c(SCC(=O)NCc2ccco2)nc2c1c(=O)n(C)c(=O)n2C
→ -8%	0.9	-6	-1%	-6%	-2%	-7%	8%
> CCN(CC)S(=O)(=O)c1ccc(C)c(NC(=O)CNc2cccc(S(=O)(=O)N3CCCC3)c2)c1
→ -10%	-1.1	-1	5%	29%	-4%	-3%	0%
> Cc1cc(C)c(S(C)(=O)=O)c(=O)[nH]1
→ 7%	0.4	0	-2%	6%	-16%	-9%	0%
> Cc1ccsc1C(=O)OCC(=O)Nc1cccc(S(=O)(=O)N2CCOCC2)c1
→ -33%[57.1 µM]	0.5	5	-18%	0%	-7%	2%	16%
> CC(=O)Nc1c(-c2ccccc2)nc2ccc(Cl)cn12
→ 0%	0.6	2	-4%	10%	4%	-13%	-6%
> CSc1ncccc1C(=O)NC1CC(C)(C)Cc2c1cnn2-c1ccccc1C (stereo not given)
→ 4%	2.0	-5	70%[activator]	14%	3%	15%	-7%
> Cc1ccc(NC(=O)CN2C(=O)NC3(CCC(C)CC3)C2=O)c(Cl)c1 (stereo not given)
→ 5%	-0.8	.	0%	20%	-2%	12%	4%
> CCOC(=O)c1ccc(N=C2SC(C(=O)NC)CC(=O)N2Cc2ccc(F)cc2)cc1 (stereo not given)
→ -1%	1.1	15	-16%	12%	-3%	8%	-5%
> COc1ccc(-c2csc3ncnc(N4CCN(S(=O)(=O)c5ccc(Cl)s5)CC4)c23)cc1
→ -12%	-0.3	3	-6%	13%	0%	-3%	16%
> COc1ccccc1C(=O)Nc1ccc(S(=O)(=O)N2CCN(C)CC2)cc1
→ -15%	1.0	0	-11%	21%	-14%	-3%	0%
> O=C(Nc1nc(-c2cccnc2)cs1)c1ccccc1[N+](=O)[O-]
→ -3%	0.1	1	9%	5%	-3%	-24%	11%
> CCOC(=O)C1(C)CCN1C(=O)c1cccnc1Oc1ccccc1 (stereo not given)
→ -3%	2.3	1	-9%	-13%	0%	-7%	-8%
> CC(C)C[C@@H](CO)N(Cc1ccccc1)S(=O)(=O)N(Cc1ccccc1)[C@H](CO)CC(C)C
→ -12%	-0.8	14	-30%	37%	3%	27%	-16%
> O=C(COC(=O)C1=COCCO1)Nc1cccc(Oc2ccccc2)c1
→ -13%[57.1 µM]	-3.0	4	-1%	19%	44%[activator]	22%	10%
> COCCNC(=O)c1cn(CCOC)c(=O)c2c1c1ccccc1n2C
→ 2%	-2.0	-2	4%	-11%	5%	3%	-2%
> CCCCN(C(=O)NC(=O)Nc1ccccc1OC)S(C)(=O)=O
→ -2%	-0.6	.	14%	-15%	-4%	-3%	10%
> CCOC(=O)c1cc(-c2ccc(N3CCOCC3)cc2)nn1-c1ccccc1
→ -7%	-3.4	-10	-20%	23%	-9%	-12%	15%
> Cc1cnc(CNC(=O)c2ccc3oc(Cc4ccccc4)nc3c2)[nH]1
→ -2%	0.1	1	4%	7%	-18%	-2%	10%
> O=C1c2sc3nc4ccccc4n3c2C(=O)N1c1ccccc1Cl
→ -19%	-0.6	-1	-14%	37%	12µM*	16%	0%
> O=C(O)Cn1nc(-c2ccccc2)ccc1=O
→ -4%	0.6	1	9%	-11%	15%	-17%	-4%
> O=C(NCc1ccccn1)C1CN(S(=O)(=O)c2ccccc2)CCN1S(=O)(=O)c1ccccc1 (stereo not given)
→ -4%	2.7	1	-16%	0%	-16%	-9%	0%
> COc1ccc(C(CNC(=O)c2cccc(S(=O)(=O)Nc3ccccc3OC)c2)N2CCOCC2)cc1 (stereo not given)
→ -9%	0.2	7	-9%	7%	1%	-1%	3%
> O=C(CCn1c(=O)oc2ccccc21)NCc1cccs1
→ 0%	-2.0	.	0%	-15%	2%	-1%	2%
> CSc1nnc(-c2cccs2)n1-c1ccccc1
→ -7%	-2.8	.	10%	-15%	-7%	-16%	6%
> Cn1cnnc1SCC(=O)NC1CCCCC1
→ -15%	-6.6	0	-4%	9%	2%	-11%	-5%
> COc1ccc(CCNC(=O)C2CCC(=O)N(CCc3ccc(OC)cc3)C2)cc1 (stereo not given)
→ 2%	-1.1	11	17%	5%	-4%	7%	-4%
> CCN(c1ccccc1)S(=O)(=O)c1ccc(OC)c(NC(=O)C2CC2)c1
→ -8%	0.1	0	7%	26%	-16%	6%	1%
> Cc1ccc(C(=O)N/C(=C\c2ccco2)C(=O)NCCCN2CCOCC2)cc1C
→ 6%	3.1	-10	-6%	7%	-5%	0%	3%
> O=C(CSc1nc2ccccc2o1)Nc1nc2c(s1)CCCC2
→ -5%	-0.8	-10	-6%	12%	8%	?	0%
> Cc1ncc(/C=C2\C(=O)Nc3ccccc32)[nH]1
→ ?	2.2	2	-11%	20%	-10%	-15%	3%
> O=[N+]([O-])c1cc(C(F)(F)F)ccc1NCCc1ccccn1
→ -7%	3.0	6	-8%	-3%	-11%	-16%	-6%
> COc1ccc(CCCC(=O)NCC(=O)N/N=C/c2cc(Cl)ccc2OC)cc1
→ -4%	0.5	4	-20%	25%	0%	10%	-8%
> COc1ccc(C2C(C(C)=O)=C(O)C(=O)N2Cc2cccnc2)cc1 (stereo not given)
→ -5%	-1.7	.	5%	-7%	1%	13%	-8%
> CC(C)Nc1ccc(-n2nc3ccccc3[n+]2[O-])cc1
→ -9%	-0.1	2	-12%	13%	-3%	-7%	-2%
> COc1cccc(C(=O)O/N=C(\N)c2ccccn2)c1
→ 3%	-0.5	-73*	-15%	-18%	-9%	-62%[inhibitor]	12%
> CC(=O)n1cc(C2CC(=O)OC3=C2CC(=O)C(C)(C)C3)c2ccccc21 (stereo not given)
→ 1%	-3.4	-7	5%	-1%	-28%	-2%	-7%

Retrieved by compound from above (two):
Value order – WRN inhibitor	IL-2 act	PI5P4Ka inh	EPAC1 antag	FUS yeast rescue	PLK1 PBD inh	Abeta rescue	EPAC1 ag
> O=C(COC(=O)c1ccco1)NCc1ccco1
→ -11%	-1.7	.	7%	24%	1%	9%	-4%
> CC(C)C[C@@H](CO)N(Cc1ccccc1)S(=O)(=O)N(Cc1ccccc1)[C@H](CO)CC(C)C
→ -12%	-0.8	14	-30%	37%	3%	27%	-16%

Record cards (already shown). Order of screens: WRN inhibitor | IL-2 act | PI5P4Ka inh | EPAC1 antag | FUS yeast rescue | PLK1 PBD inh | Abeta rescue | EPAC1 ag
Record of COc1ccc(C(CNC(=O)c2cccc(S(=O)(=O)Nc3ccccc3OC)c2)N2CCOCC2)cc1 (stereo not given) = -9% | 0.2 | 7 | -9% | 7% | 1% | -1% | 3%
Record of COc1ccc(C2C(C(C)=O)=C(O)C(=O)N2Cc2cccnc2)cc1 (stereo not given) = -5% | -1.7 | . | 5% | -7% | 1% | 13% | -8%
Record of CSc1nnc(-c2cccs2)n1-c1ccccc1 = -7% | -2.8 | . | 10% | -15% | -7% | -16% | 6%
Record of COc1ccc(CCNC(=O)C2CCC(=O)N(CCc3ccc(OC)cc3)C2)cc1 (stereo not given) = 2% | -1.1 | 11 | 17% | 5% | -4% | 7% | -4%
Record of O=[N+]([O-])c1cc(C(F)(F)F)ccc1NCCc1ccccn1 = -7% | 3.0 | 6 | -8% | -3% | -11% | -16% | -6%
